UPR CHOP act = activators of apoptotic arm of unfolded protein response (CHOP); CHO-CHOP luciferase reporter, UPR activation, luminescence; percent of tunicamycin response over DMSO baseline; activation, % at 10 µM; 0.34% of 330,000 active; AID 449763;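 active means at 10 µM dose, activation of 40% or more, normalized to positive control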;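 further: 100% = tunicamycin at 10 µg/mL and 0% = DMSO alone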
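Test system: CHO-CHOP cells, stable luciferase reporter of PERK-eIF2a-CHOP signalling | Quantity: 500 CHO-CHOP cells per well | Buffer or medium: F12 plus 10% serum | Compound dosing: 10 µM single point, 0.5% DMSO | Schedule: 6 h compound treatment, 37 °C | Signal: Luciferase luminescence | Control set: Tunicamycin high control, DMSO low control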
tim23-1 inh = inhibits growth of tim23-1 mutant yeast | S. cerevisiae tim23-1 growth, BacTiter-Glo luminescence, 24 h | inhibition, % at 20 µM | 1.3% of 330,000 active | AID 463212;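 active means growth inhibition of the mutant yeast at or above 50%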;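 further: temperature-sensitive mutant grown at 25 °C; plate controls were DMSO-treated mutant yeast for no effect and medium wells lacking yeast for full effect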
APJ ag = APJ receptor agonism. P35414. CHO-K1 APJ PathHunter beta-arrestin, luminescence; 0% DMSO wells, 100% apelin. activation, % at 20 µM. 0.11% of 330,000 active;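 active means activation more than six SD over the plate average, tested at 20 µM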;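 further: 0% = DMSO alone and 100% = apelin-13 at 10 nM; some results filed as inactive read as strong as hits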
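assay system = CHO-K1 APJ beta-arrestin complementation cell line | input = cell density 1000 per well | dosing = compound 20 µM once, DMSO 1% | timing = compound 90 min 25 °C, reagent 1 h | measured by = luminescence from split beta-galactosidase complementation, Galacton Star/Emerald II substrate | read-out basis = APJ agonist activity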
Mdm2 MdmX PPI = disrupts the human Mdm2-MdmX interaction. O15151+Q00987. SaOS-2 split-luciferase Mdm2/MdmX complementation, luminescence. inhibition, % at 8 µM. 3% of 330,000 active;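 active means inhibition of at least 50% at 8 µM in the primary screen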
Target sequence (O15151 whole entry, looked up): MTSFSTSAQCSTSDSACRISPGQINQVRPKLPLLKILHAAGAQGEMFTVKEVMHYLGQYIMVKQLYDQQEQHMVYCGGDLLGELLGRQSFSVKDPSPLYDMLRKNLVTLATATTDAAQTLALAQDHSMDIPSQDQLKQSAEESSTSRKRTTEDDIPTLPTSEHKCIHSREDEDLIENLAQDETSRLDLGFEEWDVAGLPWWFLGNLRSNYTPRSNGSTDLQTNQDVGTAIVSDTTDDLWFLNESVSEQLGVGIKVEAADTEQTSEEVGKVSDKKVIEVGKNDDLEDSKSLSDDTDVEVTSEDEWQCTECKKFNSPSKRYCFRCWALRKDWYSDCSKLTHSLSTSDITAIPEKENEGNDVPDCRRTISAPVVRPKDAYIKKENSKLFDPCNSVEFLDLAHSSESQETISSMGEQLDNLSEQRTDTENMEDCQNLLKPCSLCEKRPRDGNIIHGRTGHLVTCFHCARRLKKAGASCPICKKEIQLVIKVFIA
Target sequence (Q00987 whole entry, looked up): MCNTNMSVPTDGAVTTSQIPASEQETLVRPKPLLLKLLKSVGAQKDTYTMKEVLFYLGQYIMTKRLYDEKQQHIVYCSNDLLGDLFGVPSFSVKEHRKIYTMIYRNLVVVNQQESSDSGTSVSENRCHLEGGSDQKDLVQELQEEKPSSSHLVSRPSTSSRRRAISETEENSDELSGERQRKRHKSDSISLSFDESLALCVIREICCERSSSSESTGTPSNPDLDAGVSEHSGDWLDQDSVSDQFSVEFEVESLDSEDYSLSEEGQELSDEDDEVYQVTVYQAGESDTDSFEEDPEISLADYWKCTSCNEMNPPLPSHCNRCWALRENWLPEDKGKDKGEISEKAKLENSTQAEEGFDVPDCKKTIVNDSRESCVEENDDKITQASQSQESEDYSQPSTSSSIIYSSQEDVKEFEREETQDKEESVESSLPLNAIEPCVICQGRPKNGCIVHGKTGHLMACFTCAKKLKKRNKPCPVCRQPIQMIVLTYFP
tim10-1 inh = inhibits growth of tim10-1 mutant yeast; S. cerevisiae tim10-1 ts strain growth, BacTiter-Glo, 24 h; inhibition, % at 20 µM; 2.2% of 330,000 active;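 active means inhibition of at least 40%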;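 further: mutant grown at 25 °C; 0% = DMSO wells with yeast and 100% = wells holding no yeast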
TIM10 inh = TIM10 yeast growth inhibition; S. cerevisiae TIM10 strain growth, BacTiter-Glo luminescence, 24 h; AID 463195; inhibition, % at 10 µM; 1.4% of 330,000 active;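 active means inhibition of 40% or more at the single tested concentration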;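 further: wild-type TIM10 isogenic control strain grown at permissive 25 °C; 0% = DMSO yeast wells and 100% = minimal medium wells without yeast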
XBP1 UPR activ = adaptive UPR (XBP1) activation; CHO-XBP1 luciferase reporter, IRE1-XBP1 UPR activation, luminescence; percent of tunicamycin response, DMSO as zero; activation, % at 20 µM; 0.33% of 330,000 active; AID 463104;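 active means versus positive control, 20 µM dose yields 30% or more activation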;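 further: 100% = tunicamycin at 10 µg/mL and 0% = DMSO only wells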
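incubation = overnight seeding at 37 °C, 6 h compound treatment at 37 °C | assay system = CHO-XBP1 cells stably carrying IRE1-XBP1-driven luciferase reporter | input = 1000 cells per well | detection = luciferase luminescence | dosing = single point, 20 µM final compound, 1% DMSO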
APJ antag = APJ receptor antagonism; inhibition, % at 20 µM; CHO-K1 APJ beta-arrestin complementation, luminescence; 0.32% of 330,000 active;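 active means inhibition above about 40% at 20 µM, limit read from the data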;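 further: cells challenged with 10 nM apelin-13 agonist together with compound; plate controls were apelin-13 plus DMSO wells for no effect and DMSO wells lacking apelin-13 for full effect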
CXCR6 inh = blocks human CXCR6 beta-arrestin recruitment; O00574; CHO-K1 PathHunter CXCR6 beta-arrestin, luminescence; inhibition, % at 20 µM; 0.36% of 360,000 active; AID 602244; in the data active means inhibition above about 34%, passing the limit was not always enough;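 further: antagonist mode with CXCL16 agonist at 10 nM final; 0% = 10 nM CXCL16 with DMSO and 100% = unstimulated wells without agonist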
The depositor's hits bear a star.

SMILES	UPR CHOP act	tim23-1 inh	APJ ag	Mdm2 MdmX PPI	tim10-1 inh	TIM10 inh	XBP1 UPR activ	APJ antag	CXCR6 inh
CCOc1ccc2nc(NC(=S)N(C)C)sc2c1	33.0	24.7	-5.8	-127.7	33.0	16.0	4.3	31.2	18.8
COC(=O)c1ccc(NC(=S)NN2CCCCC2c2cccnc2)cc1 (configuration not stated)	-1.7	-414.6	-2.4	0.4	-97.8	-50.3	0.7	-3.0	-3.1
Nc1nc(CSCCO)nc(Nc2ccc(F)cc2)n1	0.0	10.5	-1.4	4.2	14.3	12.5	0.3	0.5	-16.1
O=S(=O)(Nc1ccc(F)cc1)N1CCCCCC1	1.0	2.7	-0.6	5.5	-4.8	-8.0	0.6	1.3	-11.3
CCN(CC)C(=O)c1sc2nc(-c3cccs3)cc(-c3cccs3)c2c1N	-2.1	52.9*	-4.6	-15.5	34.7	42.7*	-1.5	-17.4	3.8
O=C(Nc1ccc2oc(-c3ccncc3)nc2c1)c1cccs1	2.5	39.6	3.3	-9.0	-6.2	52.7*	4.2	-18.8	2.1
CCCCOC(=O)c1ccc(NC(=O)c2ocnc2C)cc1	2.6	30.6	-0.6	4.9	23.3	10.3	1.8	0.1	-5.7
CCc1ccc(OCC2c3cc(OC)c(OC)cc3CCN2C(C)=O)cc1 (configuration not stated)	-0.9	23.0	-4.1	6.9	11.4	23.6	-1.2	-2.1	-3.7
Cc1c(CC(=O)O)c(=O)oc2c(C)c3occ(-c4ccccc4)c3cc12	-2.4	4.5	-4.6	10.8	-2.1	16.6	-3.4	4.9	-2.6
CC(C)CN(C1CCS(=O)(=O)C1)S(=O)(=O)c1ccc2ccccc2c1 (configuration not stated)	1.2	11.7	7.6	-13.2	4.5	4.3	-2.3	-7.1	9.2
COc1ccccc1CNC(=O)CCCn1c(=O)c2ccccc2n(CC(=O)NC2CCCC2)c1=O	0.2	15.2	-6.1	11.4	5.9	9.5	-0.1	3.8	-5.0
COC(=O)[C@]1(CC(C)C)N[C@H](c2ccc(-c3ccc(OC)cc3)cc2)[C@@H]2C(=O)N(C)C(=O)[C@@H]21	2.8	-2.3	4.1	10.6	-16.4	-0.2	1.8	4.7	6.7
CCOc1ccc(OCCC(=O)Nc2cccc(S(=O)(=O)N3CCCC3)c2)cc1	2.7	11.2	9.7	10.3	20.8	4.4	0.0	-1.4	0.2
Clc1ccc(CN2CCC(Cc3ccccc3)CC2)cc1	-1.7	-13.8	-2.4	11.6	-33.6	-57.2	-1.7	2.0	-5.6
Clc1ccc(SCCN2CCNCC2)cc1	-1.9	16.8	-4.8	-7.9	3.3	-1.7	-3.0	-12.3	-4.9
CC1CCN(c2ccc(NC(=O)c3ccccc3[N+](=O)[O-])cc2)CC1	4.1	3.2	-0.2	-24.2	12.4	24.1	-3.2	-1.5	-2.7
COc1ccccc1C(=O)NNC(=O)C12CC3CC(CC(C3)C1)C2	-1.2	23.3	-6.0	13.5	23.5	-5.1	0.8	3.9	4.8
COC(=O)c1cccc(NC(=O)CN(c2ccc3c(c2)OCO3)S(C)(=O)=O)c1C	-2.7	10.3	-0.9	29.2	4.9	-13.9	1.3	-5.5	-1.9
COc1ccc(NC(=O)COC(=O)c2cc3c(s2)CCC3)cc1	-0.7	13.4	-5.0	4.1	3.8	0.7	0.1	-3.9	0.0
COC(=O)c1ccc(C)c(NC(=O)CCNC(=O)c2ccc([N+](=O)[O-])cc2)c1	0.4	-3.9	-1.4	9.3	-12.5	-10.3	-4.2	-27.5	-6.7
O=C(CC1S/C(=N/N=C/c2ccco2)NC1=O)Nc1ccccc1 (configuration not stated)	1.3	-14.4	-0.8	11.0	12.2	-24.8	-2.5	7.0	7.2
Cc1cc(Br)ccc1OCCN1CC(C)OC(C)C1 (configuration not stated)	-0.1	3.2	-0.8	7.1	-41.3	-16.9	0.2	3.4	10.3
COc1ccc(C(=O)NCC(=O)OCc2nc(N)nc(Nc3ccccc3C)n2)cc1	-1.8	0.6	-2.3	9.0	-10.9	-3.5	-0.5	1.6	1.3
COC(=O)C(CC(C)C)NC(=O)c1cccs1 (configuration not stated)	-0.4	6.0	0.4	-5.5	7.6	-0.8	0.2	16.9	-0.1
O=[N+]([O-])c1cccc(S(=O)(=O)c2cccc([N+](=O)[O-])c2)c1	-1.7	6.9	5.6	-6.0	5.3	-5.6	-4.0	-61.9	-13.8
COc1ccc(CNC(=O)c2ccc[nH]2)cc1	-1.6	2.2	-3.0	3.5	0.8	-0.1	-3.4	1.7	-3.8
Clc1c2c(nc3ccccc13)CCC2	-1.8	16.7	-1.6	-9.7	15.0	-13.7	-5.4	2.8	-14.2
COc1c(F)c(F)c(C(=O)Nc2ccc(N3CCN(Cc4ccccc4)CC3)cc2)c(F)c1F	3.9	11.2	-2.3	5.9	22.0	35.8	0.3	-9.2	-2.8
COc1nc(-c2ccc(Cl)cc2)nnc1C	0.4	2.0	-5.9	14.6	7.9	2.0	0.3	19.2	2.5
CCN(C[C@H]1N[C@@](CC)(C(=O)OC)[C@H]2C(=O)N(C)C(=O)[C@@H]12)S(=O)(=O)c1ccc(F)cc1	0.2	-4.2	-2.5	9.5	-4.6	-3.4	-3.2	12.9	1.1
C/C=C\C=C/C(=O)Nc1cccc(C2=NOC3(C2)C[C@@H](C(N)=O)N(C(=O)CCCCC)C3)c1 (some centres not stated)	-1.0	17.9	8.9	12.0	5.1	10.0	-2.3	-34.8	-13.0
O=C(Nc1c2c(nn1-c1ccccc1)CS(=O)(=O)C2)c1ccco1	-0.9	-1.4	-9.1	30.9	3.9	3.8	-1.0	2.2	-8.9
CCOC(=O)c1ccc(N2C(=O)CC(C)(CC)CC2=O)cc1	0.9	-10.9	-4.2	26.2	-0.3	-4.5	-2.9	9.1	-5.7
COc1ccc(C2=Nc3cccc4cccc(c34)N2)cc1	5.7	20.7	6.1	6.5	16.3	21.1	1.2	-16.7	-12.2
CCN(CC(=O)Nc1ccc(Br)cc1)C(=O)c1nc2nc(C)cc(C)n2n1	2.1	16.4	-0.4	-4.9	4.5	-1.8	-0.7	-5.2	3.2
O=C(O)CCC1=C2c3ccccc3CCN2C(=O)CC1	3.8	3.9	-3.7	11.5	-7.1	5.1	-1.8	-6.3	-3.1
CC(=O)NCCc1nc2cc(NC(=O)Nc3ccccc3)ccc2n1C	-1.7	4.1	-2.3	-2.0	4.7	-14.8	-5.4	-25.9	-4.4
COC(=O)c1ccc(CSc2nc3cc(Cl)ccc3s2)o1	2.3	-2.5	5.6	-20.0	19.8	-7.9	-2.3	-33.6	-4.7
Cc1cccc(Oc2ccccc2NC(=O)C2=COCCO2)c1	-3.0	28.8	-3.7	26.6	21.2	17.4	-0.5	23.8	-3.5
Cc1c(C(=O)OCC(C)(C)CN(C)C)oc2ccccc12	4.7	11.2	-1.9	-34.6	10.3	-25.3	5.2	2.0	-13.2
CCN(CC(=O)Nc1ccc(NC(C)=O)cc1)C(=O)c1ccc(NC2CC2)c([N+](=O)[O-])c1	1.5	12.8	11.6	8.9	9.1	0.8	-3.5	14.1	14.5
CC(=O)N1CCC(N2CCN(c3ccccc3F)CC2)CC1	1.8	-10.9	-2.8	-0.1	7.3	-3.3	0.6	4.9	-0.5
N/C(=N\OC(=O)CC1CCCCC1)c1cccnc1	0.6	9.9	2.2	10.4	1.4	3.7	0.8	-7.1	6.3
COc1ccc(C(CCN2CCCC2)c2c(OC)cc(OC)c3c(-c4ccccc4)cc(=O)oc23)cc1 (configuration not stated)	-0.3	-5.2	1.1	38.1	20.0	-0.1	8.6	13.4	-7.8
CCCNC(=S)N1CCC(NC(=O)c2ccc(C)cc2)CC1	0.7	15.1	0.2	7.5	6.9	2.8	-1.2	-15.1	-1.1
COc1ccc(N/N=C(/C(C)=O)N2CCCc3ccccc32)cc1	1.7	8.5	-4.4	11.4	8.4	-22.2	0.9	1.1	10.2
Cn1cccc1CNCc1ccc(F)cc1	-0.6	-3.9	-3.3	-18.7	-0.7	-1.7	0.3	10.5	-0.1
O=C(COc1ccc(OCc2ccccc2)cc1)NN=C1CCCC1	-1.1	28.4	-0.4	-38.2	-1.8	-7.7	0.3	-10.5	-0.2
Fc1cccc(Cl)c1CNCCCSc1ncccn1	4.4	-20.4	-5.4	24.7	-7.9	-4.7	-4.8	-4.5	-7.6
CCOCc1nnc(NS(C)(=O)=O)s1	-1.3	-4.1	-3.3	-23.9	7.5	2.7	1.4	7.3	-0.6
CC(NC(=O)CN(C)S(=O)(=O)c1ccc(Br)s1)c1ccccc1 (configuration not stated)	0.1	16.1	-0.5	13.8	24.3	-13.0	3.0	2.7	-7.1
O=C(CSc1nc2ccccc2o1)NCc1n[nH]c(=O)c2ccccc12	-0.4	10.5	-2.9	-10.8	14.0	4.3	1.3	8.0	-3.4
O=C(CN(CCCN1CCOCC1)C(=O)Cn1nnc(-c2ccc(F)cc2)n1)NC1CCCCC1	-1.9	0.6	-3.1	26.7	9.7	-1.8	0.7	5.5	-0.9
CCOC(=O)[C@H]1[C@H]2COc3ccccc3[C@@H]2N2C(=O)c3cc(OC)c(OC)cc3NC(=O)[C@@]12C	2.5	13.5	-0.8	18.0	19.8	10.6	-1.2	-3.8	-11.9
O=[N+]([O-])C(/C=C(/Cl)[N+](=O)[O-])=C(N1CCCCC1)N1CCCCC1	-0.8	4.4	2.9	25.6	-1.6	1.8	-4.1	-40.8	-3.7
O=C(Nc1ccccc1)c1ccccc1CSc1ccccc1	1.7	18.4	0.4	-1.9	21.8	22.7	0.8	7.3	2.1
CC(C)c1nc(CNC(=O)CC2C(=O)NCCN2Cc2ccc(F)cc2Cl)cs1 (configuration not stated)	-0.5	18.0	-2.1	14.4	6.2	19.1	-6.7	-3.2	-3.6

Shown with bars between the fields: part of the list above.
mol | UPR CHOP act | tim23-1 inh | APJ ag | Mdm2 MdmX PPI | tim10-1 inh | TIM10 inh | XBP1 UPR activ | APJ antag | CXCR6 inh
O=C(Nc1ccccc1)c1ccccc1CSc1ccccc1 | 1.7 | 18.4 | 0.4 | -1.9 | 21.8 | 22.7 | 0.8 | 7.3 | 2.1
O=C(COc1ccc(OCc2ccccc2)cc1)NN=C1CCCC1 | -1.1 | 28.4 | -0.4 | -38.2 | -1.8 | -7.7 | 0.3 | -10.5 | -0.2
CCOCc1nnc(NS(C)(=O)=O)s1 | -1.3 | -4.1 | -3.3 | -23.9 | 7.5 | 2.7 | 1.4 | 7.3 | -0.6
O=C(CN(CCCN1CCOCC1)C(=O)Cn1nnc(-c2ccc(F)cc2)n1)NC1CCCCC1 | -1.9 | 0.6 | -3.1 | 26.7 | 9.7 | -1.8 | 0.7 | 5.5 | -0.9
Cn1cccc1CNCc1ccc(F)cc1 | -0.6 | -3.9 | -3.3 | -18.7 | -0.7 | -1.7 | 0.3 | 10.5 | -0.1
CCOC(=O)[C@H]1[C@H]2COc3ccccc3[C@@H]2N2C(=O)c3cc(OC)c(OC)cc3NC(=O)[C@@]12C | 2.5 | 13.5 | -0.8 | 18.0 | 19.8 | 10.6 | -1.2 | -3.8 | -11.9

A portion of the library; rates above refer to the full screens.
